Screening results as filed in PubChem BioAssay.
PKM2 activator – PKM2 (human) enzyme activation; P14618; purified PKM2, Kinase-Glo ATP luminescence, activation; response scale: 0% is enzyme alone, no compound; Potency, µM (highest dose often 57.5 µM), without a hit: at the top dose activation, usual class: activators; 260,000 tested, 0.34% active; AID 1631; further: potency means the concentration at half of the fitted maximal effect; nearly all actives have a fitted effect of over 55% in size
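Kinase-Glo luminescence reports ATP generated from ADP (0.1 mM) and PEP (0.5 mM) by purified hPK-M2 after 1 h at room temperature, pH 7.2 imidazole buffer; intermediate enzyme activity allows detecting inhibitors and activators.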
Eya2 inh – inhibitors of human Eya2 phosphatase activity; O00167; recombinant Eya2, OMFP fluorescence dephosphorylation (OMFP is methylfluorescein phosphate); Potency, µM (series often up to 76.9 µM), for inactives: at the top dose activity, negative = inhibition, actives largely listed as inhibitors; 330,000 tested, 0.006% active; AID 488837; further: potency means the concentration at half of the fitted maximal effect
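Eya2 (0.2 uM) preincubated 10 min at ambient with compound, then OMFP substrate added at 50 uM; 10 min reaction in 50 mM HEPES pH 7.5, 50 mM NaCl, 5 uM MgCl2, 0.05% BSA, 1 mM DTT. Fluorescence read at Ex 485/Em 525 nm.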
KCNH2 3.1 inh – blocks the human KCNH2 3.1 channel isoform; 340,000 tested, 0.95% active; U2OS KCNH2 3.1, thallium flux FluxOr; hits give low values; activity change, % (tested at about 1.8 µM); AID 720553;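 active means maximum activity change below -70%; inconclusive means maximum activity change from -70% to -50%; inactive means maximum activity change above -50%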;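 further: thallium influx rate constant from kinetic fluorescence after stimulation buffer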
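FluxOr-based Tl+ influx in U2OS cells transduced with KCNH2 3.1 virus; rate constants normalized to DMSO controls.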
B2AR arrestin – beta2AR (human) beta-arrestin recruitment activity | P07550 | beta-arrestin recruitment to beta2AR, cell-based reporter | 330,000 tested, 0.02% active | Potency, µM (doses to about 46.1 µM), without a hit: top-dose activation, actives largely listed as activators;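 further: potency means the concentration at half of the fitted maximal effect; 0% = DMSO controls and full agonism = EC100 isoproterenol or metaproterenol; nearly all actives have a fitted effect of over 65% in size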
GALK inh – blocks human galactokinase activity | 270,000 tested, 0.007% active | Purified GALK, Kinase-Glo residual ATP luminescence | Potency, µM (top dose mostly 57.5 µM), without a hit: at the top dose activity change, negative = inhibition, actives largely listed as inhibitors | P51570; further: potency means the concentration at half of the fitted maximal effect
Target sequence (P51570 whole entry, looked up): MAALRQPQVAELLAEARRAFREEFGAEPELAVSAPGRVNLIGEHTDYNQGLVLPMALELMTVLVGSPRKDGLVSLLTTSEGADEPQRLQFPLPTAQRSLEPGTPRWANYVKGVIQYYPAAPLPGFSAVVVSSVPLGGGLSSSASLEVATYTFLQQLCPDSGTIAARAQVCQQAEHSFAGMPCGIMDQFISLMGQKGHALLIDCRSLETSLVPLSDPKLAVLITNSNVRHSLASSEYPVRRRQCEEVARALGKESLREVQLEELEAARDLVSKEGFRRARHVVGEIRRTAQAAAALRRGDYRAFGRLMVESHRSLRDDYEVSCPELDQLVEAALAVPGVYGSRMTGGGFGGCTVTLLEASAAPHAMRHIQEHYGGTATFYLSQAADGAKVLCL
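GALK at 5 nM final was combined with compound, 35 uM ATP and 100 uM galactose in HEPES pH8.0 with MgCl2 and DTT. The reaction ran one hour at room temperature before luminescent ATP detection.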
Chronic BCR inh – chronic active BCR signaling inhibition | 340,000 tested, 0.05% active | Potency, µM (highest dose often 46.1 µM), for the others: at the highest dose ratio change, negative = lower green/red ratio, most hits filed as inhibitors | ABC-DLBCL IkBa-CBG/CBR reporter, luminescence ratio, 4 h; active means well fitted inhibition curve with a large enough effect in the signal ratio, with a control signal flat, not every such curve was filed as active; inconclusive means small, poorly fitted or top-dose-only effect, or effect the other way, or a change in a side signal; the % refers to the signal ratio;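 further: potency means the concentration at half of the fitted maximal effect; plate controls were basal doxycycline-induced cells for no effect and cells given 10 µM MG132 for full effect; MG132 reads +100%, hits lower the ratio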
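TMD8 ABC-DLBCL cells carrying doxycycline-inducible green luciferase fused to IkappaBalpha plus unfused red luciferase were exposed to compounds (up to 46 uM) for 4 hrs at 37C. Activity came from the overlap-corrected green/red luminescence ratio.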
USP2a block – USP2a (human) protease inhibition | O75604 | USP2 core, Ub-CHOP2 coupled fluorogenic reporter, 485/531 | Potency, µM (highest dose often 38.3 µM), inactives show at the highest dose activity change, negative = inhibition, hits mostly inhibitors | 330,000 tested, 0.01% active | AID 463254;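 further: potency means the concentration at half of the fitted maximal effect; plate controls were DMSO wells for no effect and full inhibition by NEM control for full effect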
Target sequence (O75604 whole entry, looked up): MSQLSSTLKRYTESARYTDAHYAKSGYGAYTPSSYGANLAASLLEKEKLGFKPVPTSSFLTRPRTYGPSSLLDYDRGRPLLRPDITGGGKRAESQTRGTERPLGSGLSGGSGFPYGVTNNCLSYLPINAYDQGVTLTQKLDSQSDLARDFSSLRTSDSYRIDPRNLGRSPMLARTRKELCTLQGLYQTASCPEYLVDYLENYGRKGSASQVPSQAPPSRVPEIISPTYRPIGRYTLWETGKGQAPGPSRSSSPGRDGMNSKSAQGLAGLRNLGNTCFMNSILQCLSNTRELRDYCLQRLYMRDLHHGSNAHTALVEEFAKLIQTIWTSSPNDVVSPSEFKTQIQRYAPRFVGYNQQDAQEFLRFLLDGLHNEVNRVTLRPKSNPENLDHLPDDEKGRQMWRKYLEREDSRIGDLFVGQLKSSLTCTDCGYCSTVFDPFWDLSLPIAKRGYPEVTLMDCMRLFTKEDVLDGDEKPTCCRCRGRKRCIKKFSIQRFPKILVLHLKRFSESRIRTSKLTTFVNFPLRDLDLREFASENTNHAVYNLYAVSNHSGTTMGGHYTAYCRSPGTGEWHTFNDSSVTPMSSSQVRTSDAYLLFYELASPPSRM
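USP2 core (10nM final) preincubated 30min RT with compound in 20mM Tris-HCl pH 8.0, 2mM CaCl2, 2mM beta-mercaptoethanol, 0.05% CHAPS; 25nM Ub-CHOP2 plus 25nM reporter substrate added, fluorescence (Ex485/Em531) read after 60min.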
uPA generation – blocks generation of uPA at the cell surface. AID 540303. cell surface uPA generation assay, qHTS. 330,000 tested, 0.31% active. Potency, µM (series often up to 38.3 µM), for inactives: top-dose activity change, negative = inhibition, most hits filed as inhibitors; active means well fitted inhibition curve with a large enough effect; inconclusive means small, poorly fitted or top-dose-only effect; inactive means no such curve, though single readings can be large or run the other way; tested in mouse RAW 264.7 cells; further: potency means the concentration at half of the fitted maximal effect; nearly all actives have a fitted effect of over 55% in size
hERG WT inh – KCNH2 (human, wildtype) channel inhibition. Q12809. AID 720551. 340,000 tested, 0.37% active. activity change, % at 1.84 µM. U2OS, BacMam KCNH2, thallium flux FluxOr; hits give low values;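 active means maximum activity change below -70%; inconclusive means maximum activity change between -70% and -50%; inactive means maximum activity change above -50%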
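U2OS cells were transduced with wild-type KCNH2 virus (2.03 x 10^8 / mL) for 4 h at room temperature, then cultured overnight at 37 C. Thallium flux was read with FluxOr dye. Rate constants were normalized to DMSO controls.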
Giardia killer – kills Giardia lamblia; activity change, % at 7.66 µM, hits read low; 340,000 tested, 0.15% active; Giardia lamblia trophozoite viability; in the data active means activity change below about -80%; inconclusive means between about -30% and that limit;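 further: parasites exposed to compound for two days anaerobically before the ATP read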
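Trophozoite viability was measured as ATP-dependent luminescence, read 15-30 min after reagent addition. Before that, parasites at 100 cells/well were exposed to compounds for 48 h, anaerobically, at 37 deg C.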
Coupling enz – coupling enzyme interference in Giardia aldolase counter-screen; coupling enzyme system counterscreen, AmpLite Red fluorescence; activity change, negative = inhibition, % at 58.2 µM, hits read low; 290,000 tested, 0.67% active; in the data active means activity change below about -30%
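Activity here indicates interference with the coupling reaction, not aldolase inhibition. Compounds at 57.5 uM final met coupling enzymes for 10 min at RT; substrate and AmpLite Red detection followed, with a 525/598 nm fluorescence read after 20 min.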
An asterisk follows results filed as active; i = inactive; ? = inconclusive; . = not tested or not shown; [ ] = remark or other dose. Unless noted, the call rests on the fitted dose curve; in most records, active means well fitted curve in the direction sought with a large enough effect; inconclusive means small, poorly fitted or top-dose-only effect, or another doubt; inactive means no such curve, though single readings can be large; an effect the other way counts as inactive or inconclusive. Unless noted, on the % scale 0 is the no-effect control and ±100 the full control effect.

SMILES	PKM2 activator	Eya2 inh	KCNH2 3.1 inh	B2AR arrestin	GALK inh	Chronic BCR inh	USP2a block	uPA generation	hERG WT inh	Giardia killer	Coupling enz
Cc1cc(Nc2ccccc2)n(-c2cccc(Cl)c2)n1	-0.1%	-0.6%	-0.6	-0.2%	-2.6%	10.0%	4.0%	4.9%	14.5	-4.5	0.8
CCCCC(=O)Nc1ccccc1N1CCOCC1	1.7%	?	-2.8	0.1%	-1.7%	-2.7%	3.9%	5.9%	3.9	-8.4	-1.8
O=C(COc1ccccc1F)Nc1cc(S(=O)(=O)Nc2cccc(Cl)c2)ccc1O	.	0.2%	-5.1	0.4%	.	8.5%	5.0%	12.1%	-0.4	-14.0	.
O=C(OCC(=O)N1CCCc2ccccc21)c1ccccc1[N+](=O)[O-]	.	-14.1%	-19.7	0.3%	.	10.5%	0.1%	5.5%	-20.5	-16.6	.
Cc1ccc(OCC2Cn3c(nc4c3c(=O)[nH]c(=O)n4C)O2)cc1C (stereo not given)	.	6.1%	0.5	-0.7%	-3.0%	3.1%	0.0%	-1.0%	-0.9	-22.7	0.3
CCSc1ncc(CO)c(N)n1	-4.3%	-24.0%	18.0	-0.8%	-0.2%	-2.0%	1.2%	0.8%	-12.0	-4.3	1.5
O=C(NCC(=O)N(c1ccccc1F)C(C(=O)NC1CCCC1)c1ccco1)c1ccco1 (stereo not given)	-1.7%	-8.2%	-6.5	-0.6%	8.1%	6.3%	0.1%	1.2%	i	5.8	-0.4
CN(C(=O)COC(=O)C1COc2ccccc2O1)C1(C#N)CCCCC1 (stereo not given)	.	20.1%	13.3	-0.2%	.	-0.2%	0.5%	11.0%	1.4	9.5	.
CC(C)CNC(=O)c1cccc(NC(=O)Cc2ccc(Cl)cc2)c1	-12.6%	2.4%	17.0	-0.4%	-2.6%	-6.1%	0.8%	0.8%	1.3	1.4	4.3
COCCSc1nnc(NC(=O)C2CCCCC2)s1	-3.2%	-5.6%	-15.3	0.4%	-4.8%	2.2%	-2.2%	2.9%	9.2	-11.1	-2.9
CSc1nnc2n(-c3ccccc3)c(=O)c3c4c(sc3n12)CCC4	?	-5.1%	10.3	0.3%	1.4%	2.6%	2.2%	0.3%	-18.1	-3.6	-0.9
Cc1cccc(CS(=O)(=O)Cc2ccc(C(=O)NCC3CCCO3)o2)c1 (stereo not given)	0.1%	-15.7%	-0.4	-0.1%	0.5%	-20.1%	0.0%	-1.6%	1.5	-2.2	0.6
COc1ccccc1N=c1c2c([N+](=O)[O-])cc([N+](=O)[O-])cc2n(O)n1-c1ccccc1OC	2.0%	-24.1%	.	-0.7%	0.8%	-0.7%	10.8%	.	.	.	2.3
O=C1NC[C@@H](Cc2cccc3ccccc23)N(CCC23CC4CC(CC(C4)C2)C3)C1=O	.	-10.7%	19.1	0.3%	.	-1.0%	0.4%	10.8%	-3.4	3.2	.
O=C(CSc1nnc(-c2ccccc2)n1-c1ccc(Cl)cc1)NNC(=S)Nc1ccccc1	-18.9%	-13.9%	-2.7	-0.1%	0.5%	-7.7%	3.6%	0.8%	1.9	-10.8	1.8
Nc1ccc(Cc2ccc(N)c(C(=O)O)c2)cc1C(=O)O	6.4%	10.7%	-9.4	-0.6%	4.3%	?	0.0%	.	9.4	3.4	5.3
COc1ccc(NC(=O)c2cc(S(=O)(=O)NCC3COc4ccccc4O3)ccc2F)cc1 (stereo not given)	-0.4%	7.7%	-15.7	0.0%	0.2%	?	0.0%	-11.4%	20.7	-7.2	-1.9
O=C(NCCCn1ccnc1)Nc1ccc(Cl)cc1Cl	-7.7%	20.1%	-1.5	-0.2%	-1.0%	?	3.2%	1.3%	-6.6	-0.1	-1.3
CN(Cc1cccs1)c1ncnc2sccc12	-18.0%	-8.1%	10.7	-0.2%	0.0%	?	1.2%	-8.7%	3.9	5.8	-2.6
CCCCC(CC)C(=O)Nc1cc(C(=O)NCc2ccc(C)cc2)ccc1N1CCC2(CC1)CC(c1ccccc1)=NO2 (stereo not given)	-0.5%	-5.8%	-45.5	-0.9%	.	1.7%	2.2%	2.9%	-22.7	20.5	0.0
CCOc1ccc(C(CC(=O)O)NC(=O)CCCOc2ccc(Cl)cc2C)cc1 (stereo not given)	-0.7%	-1.9%	1.6	-0.1%	6.6%	10.2%	0.8%	2.0%	.	-19.0	16.3
CCN(CC)c1ccc(C(=O)NC(=S)Nc2cc(S(=O)(=O)N3CCOCC3)ccc2-n2cncn2)cc1	5.2%	-3.5%	-30.1	-0.8%	0.3%	0.9%	5.0%	3.4%	18.7	-1.1	1.3
COc1cc(/C=C2\SC(=S)N(CC(=O)Nc3ccc(O)cc3)C2=O)cc(OC)c1OC	5.9%	-7.3%	17.5	-0.2%	4.3%	?	0.9%	-5.2%	.	?	2.2
O=C(Nc1ccc(N2CCCCC2)c(S(=O)(=O)Nc2ccccc2Cl)c1)c1cccnc1	.	-31.1%	2.3	-0.3%	.	-1.0%	-5.2%	-13.6%	13.3	-6.2	.
O=C(C[n+]1ccc(/C=N/O)cc1)N1CCCCC1	2.0%	-5.6%	2.7	0.0%	-3.0%	-15.1%	1.7%	3.8%	2.8	-1.3	-1.6
c1ccc(Oc2cccc(OCCCCN3CCCC3)c2)cc1	-4.5%	-3.0%	-42.6	8.3%	0.0%	-9.2%	0.1%	-4.9%	13.5	-3.5	1.2
O=S(=O)(c1ccc(-c2nnc(SCc3nnc(-c4ccccc4)o3)o2)cc1)N1CCCC1	-0.5%	-17.7%	-12.5	-0.2%	0.8%	-0.3%	3.9%	1.4%	6.4	2.1	1.9
Cc1cccc(N2C(=O)/C(=C\c3ccc(OC(F)F)cc3)c3ccccc3C2=O)c1	9.1%	-2.4%	8.3	0.4%	0.3%	4.6%	0.8%	2.3%	-3.3	2.6	-0.1
CC(=O)c1ccc(S(=O)(=O)N2CCN(CCOc3ccccc3)CC2)cc1	.	4.2%	6.0	0.0%	.	0.5%	-1.9%	-0.5%	-3.3	10.8	.
CCN(CC)CCOc1ccccc1C(C)=O	4.1%	-5.2%	4.4	-0.2%	1.7%	-1.2%	-1.8%	-4.7%	-17.8	10.5	-0.4
Cc1cc(C)nc(SCC(=O)N/N=C/c2ccc3c(c2)OCO3)n1	-17.6%	-1.2%	8.1	-0.8%	1.2%	-6.1%	-0.4%	-22.2%	-6.0	-29.8	.
O=C(Cn1c(C(=O)N2CCN(C3CCCC3)CC2)cc2sccc21)c1ccccc1	0.6%	19.4%	-18.4	-1.8%	-0.8%	-1.2%	-0.3%	.	6.6	-0.5	-2.3
C=CCNc1nc(N)c([N+](=O)[O-])c(Nc2cccc(Cl)c2)n1	.	-14.7%	1.2	0.0%	.	0.4%	0.5%	2.4%	-6.7	3.6	-2.3
COc1ccc2cc(CO)n(C)c2c1	.	-0.1%	3.1	-1.3%	.	?	1.2%	14.5%	?	-20.9	.
COc1ccccc1CNS(=O)(=O)c1ccc2c(c1)NC(=O)CO2	.	-5.4%	9.7	0.4%	4.1%	-29.6%	-1.5%	2.4%	-6.4	-14.9	.
COc1ccc(CN2CCNC(=O)C2CC(=O)N2CCCO2)c(OC)c1 (stereo not given)	1.8%	11.2%	.	0.5%	10.2%	-0.2%	-0.5%	3.3%	20.1	-4.3	-0.1
C[C@H](NC(=O)c1cc2cc(Cl)ccc2n1C)C(=O)N1CCC(C(=O)O)CC1	.	-0.4%	21.9	-0.8%	0.5%	?	4.3%	-0.3%	-0.5	-1.2	3.9
Cc1ccc(OCCn2cncn2)c([N+](=O)[O-])c1	?	0.7%	7.8	-1.0%	-1.6%	0.0%	-0.1%	15.0%	13.6	22.2	0.8
CCN(CC)c1ccc2cc(-c3nnc(-c4ccncc4)o3)c(=O)oc2c1	4.3%	9.7%	?	-0.3%	-2.0%	-21.9%	16.4%	.	-93.3*	-10.1	-3.8
Cc1cccc(NCc2cccc3ccccc23)n1	-2.2%	-6.9%	-5.7	-0.6%	-0.6%	?	-5.7%	-6.4%	10.0	6.5	-0.1
Cc1cc(/C=C2\SC(=Nc3ccc(N4CCOCC4)cc3)N(C)C2=O)c(C)n1-c1cccnc1	0.1%	-2.6%	-5.1	0.3%	0.6%	-14.0%	2.5%	2.8%	-6.3	19.6	-0.3
Cc1nnc(SCC(=O)Nc2nc(-c3ccccc3)cs2)n1N	-7.0%	12.2%	4.7	0.0%	-1.1%	7.2%	-6.0%	.	-7.9	13.4	-0.3
Cc1ccc(NC(=O)CN(C)CC(=O)Nc2ccc(N3CCOCC3)cc2)cc1F	-3.6%	0.8%	-1.8	-0.1%	2.1%	?	-6.7%	-2.2%	-4.8	30.4[activator]	0.3
